# TRHR enhancer: allosterically enhances the human TRH receptor | P34981 | TRHR cells, fluo-8 calcium fluorescence, EC20 TRH enhancement | enhancement, % at 2 µM | 360,000 tested, 0.66% active | AID 493056; in the data active = enhancement above about 30%; note: 0% is about no effect
#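 TRHR-expressing cells loaded with fluo-8 calcium dye were read kinetically (ex 480/em 530) during compound addition, then stimulated with an EC20 of TRH (10 nM final). Enhancement of the Gq-mediated intracellular calcium response was scored.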
# mIDH1 inhibitor: blocks human mutant IDH1 R132H enzyme | AID 602179 | Potency, µM (top dose mostly 76.6 µM), without a hit: top-dose activity change, negative = inhibition, most hits filed as inhibitors | O75874 | 390,000 tested, 0.093% active | IDH1-R132H enzyme, NADPH consumption, diaphorase/resazurin fluorescence; note: potency is the fitted concentration of half-maximal effect; % is set by controls: 0 for no effect and ±100 for the full control effect; nearly all actives have a fitted effect of over 65% in size
#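 IDH1-R132H (0.5 ug/mL) preincubated 30 min with compound, then NADPH (0.016 mM) and alpha-KG (2 mM) added; 80 min at RT, pH 7.5. Remaining NADPH coupled via diaphorase/resazurin to fluorescence (540/590 nm); concentration-response curves normalized to no-enzyme control.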
# USP1-UAF1 inh: inhibitors of human USP1/UAF1 deubiquitinase; Potency, µM (top dose mostly 57.1 µM), inactives show at the top dose activity change, negative = inhibition, usual class: inhibitors; recombinant USP1/UAF1, Ub-Rhodamine cleavage fluorescence; 390,000 tested, 0.23% active; O94782; note: potency is the fitted concentration of half-maximal effect; % is set by controls: 0 for no effect and ±100 for the full control effect; nearly all actives have a fitted effect of over 60% in size; inactives centre near -12
# Target sequence (O94782 whole entry, looked up): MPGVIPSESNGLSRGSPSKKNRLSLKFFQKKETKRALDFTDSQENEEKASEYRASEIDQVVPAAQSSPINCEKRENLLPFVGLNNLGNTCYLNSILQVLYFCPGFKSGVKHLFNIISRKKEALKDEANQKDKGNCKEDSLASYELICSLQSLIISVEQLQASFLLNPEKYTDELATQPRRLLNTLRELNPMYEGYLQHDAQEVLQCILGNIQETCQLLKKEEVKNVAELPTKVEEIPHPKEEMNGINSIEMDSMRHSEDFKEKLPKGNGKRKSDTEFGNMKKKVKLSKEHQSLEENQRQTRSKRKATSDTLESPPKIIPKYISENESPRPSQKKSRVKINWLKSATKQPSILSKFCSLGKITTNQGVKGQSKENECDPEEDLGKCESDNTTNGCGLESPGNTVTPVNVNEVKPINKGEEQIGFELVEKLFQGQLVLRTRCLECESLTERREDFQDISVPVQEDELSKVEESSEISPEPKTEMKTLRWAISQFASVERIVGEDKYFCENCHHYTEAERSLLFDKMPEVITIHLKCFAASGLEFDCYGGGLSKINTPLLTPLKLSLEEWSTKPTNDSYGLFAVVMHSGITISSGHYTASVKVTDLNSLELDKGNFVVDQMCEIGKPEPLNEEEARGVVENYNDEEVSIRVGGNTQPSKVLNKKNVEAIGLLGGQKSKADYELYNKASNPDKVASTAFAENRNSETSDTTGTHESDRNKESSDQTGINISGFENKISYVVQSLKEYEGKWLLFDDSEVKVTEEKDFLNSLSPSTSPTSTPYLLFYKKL
#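 1 nM enzyme complex + cpd, 15 min RT; start with Ub-Rho 150nM final; kinetic fluorescence ex 480/em 540, 6 reads q60 s. Buffer 50mM HEPES pH 7.8, 0.5mM EDTA, 0.1 mg/ml BSA, 1mM TCEP, 0.01% Tween-20.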
# D2 antag: D2 dopamine receptor (human) antagonism | 340,000 tested, 2% active | P14416 | HEK293 TREx D2 cells, calcium flux, dopamine EC80 | inhibition, % at 10 µM | AID 485344; in the data active = inhibition above about 30%; note: 0% is about no effect
#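 In this primary screen, negative modulation is detected by tracking calcium flux after an EC80 dopamine challenge in inducible HEK293 T-REx D2 cells preexposed to test compound for 180 s.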
# D2 agonist: agonists of human D2 dopamine receptor; P14416; HEK293 T-REx D2 cells, calcium flux agonist mode; activation, % at 2 µM; 340,000 tested, 0.53% active;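 active = activation over 3 SD above normal in the single-dose calcium agonist read, cut at about 30% in these data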; note: 0% is about no effect
#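 Tetracycline-induced HEK293 Trex cells with D2 receptor force-coupled to calcium signaling, plated overnight at 30 C and loaded with no-wash calcium dye. Calcium flux read kinetically for 180 s after compound addition; responses flag agonists.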
# Pin1 inh: inhibitors of human Pin1. Q13526. Pin1 FP peptide displacement, HiFluor488, 10 min. Potency, µM (highest dose often 115 µM), inactives show top-dose activity, negative = inhibition, most hits filed as inhibitors. 390,000 tested, 0.009% active. AID 504891; active = well fitted inhibition curve with a large enough effect in the polarisation, with a control signal flat, not every such curve was filed as active; inconclusive = small, poorly fitted or top-dose-only effect, or effect the other way, or a change in a side signal; inactive = no such curve, though single readings can be large or run the other way; the % refers to the polarisation; note: potency is the fitted concentration of half-maximal effect; % is set by controls: 0 for no effect and ±100 for the full control effect
# Target sequence (Q13526 whole entry, looked up): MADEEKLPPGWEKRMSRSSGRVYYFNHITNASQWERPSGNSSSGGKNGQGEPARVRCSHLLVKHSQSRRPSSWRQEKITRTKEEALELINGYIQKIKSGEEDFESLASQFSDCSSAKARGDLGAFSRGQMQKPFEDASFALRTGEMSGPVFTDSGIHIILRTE
# TrxR1 inh: blocks rat thioredoxin reductase 1. O89049. recombinant rTrxR1, NADPH fluorescence consumption, selenite substrate. Potency, µM (top dose mostly 114 µM), for inactives: at the highest dose activity change, negative = inhibition, most hits filed as inhibitors. 390,000 tested, 1% active. AID 588453; note: potency is the fitted concentration of half-maximal effect; % is set by controls: 0 for no effect and ±100 for the full control effect; nearly all actives have a fitted effect of over 65% in size
#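 Rat TrxR1 (90 nM in the dispensed reagent) was pre-reduced with 400 uM NADPH for 5 min at room temperature, then incubated with compound for 15 min. After 400 uM selenite was added, NADPH fluorescence (Ex 340/Em 450 nm) was followed for 8 min.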
# TRHR agonist: activates the human TRH receptor; P34981; TRHR cells, calcium flux fluo-8, FDSS agonist mode; activation, % at 2 µM; 360,000 tested, 0.18% active; AID 493084; in the data active = activation above about 30%; note: 0% is about no effect
#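 TRHR-expressing cells loaded with fluo-8 calcium dye; 23 nL library compound pin-transferred, kinetic FDSS fluorescence (Ex 480/Em 530) recorded about 180 s for agonist-induced calcium release, before a 10 nM TRH EC20 addition for potentiator mode.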
# TrxR1 substrate: rat thioredoxin reductase 1 substrate activity; 390,000 tested, 0.01% active; AID 588456; O89049; Potency, µM (titrated, usually from 114 µM), without a hit: top-dose activity change, negative = substrate turnover; purified TrxR1 substrate turnover, NADPH consumption readout; note: potency is the fitted concentration of half-maximal effect; % is set by controls: 0 for no effect and ±100 for the full control effect; nearly all actives have a fitted effect of over 50% in size
#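 Rat TrxR1, dispensed at 90 nM, was prereduced with 400 uM NADPH (final) for 5 min at ~22 deg C, then incubated with compound 15 min before 400 uM selenite. A first-read NADPH fluorescence drop versus no-compound background flagged substrates.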
# An asterisk follows results filed as active; ? = inconclusive; / = no result given; [ ] = dose if it differs, or a comment. Unless noted, calls come from the whole dose curve; as a rule, active = well fitted inhibition curve with a large enough effect; inconclusive = small, poorly fitted or top-dose-only effect; inactive = no such curve, though single readings can be large or run the other way.
SMILES,TRHR enhancer,mIDH1 inhibitor,USP1-UAF1 inh,D2 antag,D2 agonist,Pin1 inh,TrxR1 inh,TRHR agonist,TrxR1 substrate
CCOC(=O)C1=C(N)Oc2c(oc(CO)cc2=O)C1c1ccccc1 (stereo not given),2,1%,-5%,13,-0.5,-7%,11%[57.1 µM],-0.3,6%[57.1 µM]
Clc1ccc(-c2nc(/C=N/N3CCOCC3)c3ccccn23)cc1,1,-17%,1%,-1,-2.0,14%,?,-0.1,-9%
O=C(Nc1ccccc1Cl)NC1(C(=O)NCc2ccncc2)CCCCC1,1,-10%,-5%,22,-0.1,0%,-2%,-0.6,-8%
Cc1cc(CNC(=O)Nc2ccc3c(c2)OCO3)nn1C,1,0%,0%,/,/,-2%,18%,2.2,0%
Cc1ccc(C(=O)N(Cc2ccc3c(c2)OCO3)Cc2nc3ccccc3c(=O)[nH]2)cc1,13,0%,1%,-19,0.2,-12%,21%,0.8,5%
Cc1ccc2c(c1)-c1cc(C)nn1C(c1ccc3c(c1)OCO3)N2 (stereo not given),7,3%,-17%,3,-2.0,-3%,2%,-1.7,26%
CC(=O)CCS(=O)(=O)c1ccc(NC(C)=O)cc1,5,1%,-15%,5,1.1,-6%,40µM*,-0.7,12%
CC(NC(=O)COc1ccc(/C=N/NS(=O)(=O)c2ccccc2)cc1)c1ccccc1 (stereo not given),5,3%,-7%,-3,-0.6,6%,7%,-0.5,-2%
O=C(c1ccccc1)c1cc(Cl)ccc1N1C(=O)C=CC1=O,1,-5%,-6%,-11,1.6,8%,0.79µM*,1.0,7%
NC(=O)c1cc(Cl)ccc1OCC(=O)NC1CC1,/,6%,?,/,/,-2%,27%,/,21%
CC(=O)Nc1ccc(N2CCN(c3ccc(F)cc3)CC2)cc1,33*,-5%,-2%,-9,-0.3,-3%,23%,0.1,0%
O=C(c1ccc(Br)cc1)c1sc(N2CCOCC2)nc1-c1ccccc1,0,8%,-6%,-11,3.1,11%,-17%,0.3,-12%
COc1ccc(OCCCC(=O)Nc2cccc(SC)c2)cc1,9,4%,2%,/,/,3%,-12%,0.1,-13%
CCOC(=O)c1c(NC(=O)c2ccc(OCC)c(Br)c2)sc2c1CCCC2,-5,12%,-22%,/,0.1,-1%,18%,-0.1,6%
O=C(CSc1ccsc1[N+](=O)[O-])NCc1ccccc1,-2,4%,-8%,8,0.0,1%,-68%,-1.0,-4%[57.1 µM]
COc1ccc(C2=NN(C(=O)c3ccc(Cl)c([N+](=O)[O-])c3)C(c3ccccc3)C2)cc1 (stereo not given),1,-3%,-7%,4,1.2,3%,23%,0.8,-3%
COc1ccc(CN(C)CCc2ccccn2)c(OC)c1OC,-2,7%,-2%,-15,0.3,-21%,8%,-0.2,-4%
COCc1ccc(C(=O)N2CCCC(N3CCN(c4ccccc4C)CC3)C2)s1 (stereo not given),-4,-5%,-8%,-10,0.5,3%,-3%,0.4,3%
O=C(O)c1cc(=O)c2ccccc2[nH]1,1,-2%,-22%,-14,-1.5,-7%,15%[57.1 µM],-0.8,13%[57.1 µM]
O=C(Cn1cnc2c(nc3n2CCCCC3)c1=O)Nc1ccc(F)cc1,3,14%,-10%,/,-0.6,3%,9%,0.4,-1%
O=C(CSc1nc2ccccc2c(=O)n1-c1ccccc1)N1CCCC1,1,9%,-20%,12,-0.4,0%,-9%,0.5,4%[57.1 µM]
COC(=O)CN1C(=O)COc2ccc(S(=O)(=O)NCc3ccc(F)cc3)cc21,0,-9%,-1%,8,0.0,0%,8%,-0.7,0%
CC(C)[C@H](NC(=O)OCc1ccccc1)C(=O)OCC(=O)N1C(C)CCCC1C (stereo not given in full),/,0%,-5%,/,/,5%,-8%,/,-4%
CCOC(=O)C(C)Oc1cc(Cl)c(C=O)cc1OC (stereo not given),13,4%,-19%,17,2.1,0%,27%,-1.0,10%
COc1ccc(-c2csc(-c3c(N)c(C(=O)c4ccccc4)n4ccccc34)n2)cc1,3,-7%,-24%,/,-1.2,/,21%,-2.2,5%
CCc1ccccc1NC(=O)C1=C(C)C(=O)OC12CCCCCC2,1,0%,-8%,/,0.0,1%,9%,0.5,0%
CCCCCCSc1nsc(NC(=O)CC(C)C)n1,-2,3%,-19%,13,11,1%,23%,-0.1,-3%
Cc1c(C(=O)NCCCN2CCOCC2)sc2ncnc(N3CCN(c4ccccc4)CC3)c12,4,6%,-3%,11,0.1,5%,22%[57.1 µM],-0.2,9%[57.1 µM]
CCc1ccc(NC(=O)CC2NCCNC2=O)cc1 (stereo not given),0,3%,-3%,9,1.1,-3%,12%,-0.1,-7%[57.1 µM]
CC(=O)Nc1ccc(S(=O)(=O)N2CCN(c3ccc(C)c(C)c3)CC2)cc1,-2,9%,-16%,/,1.2,7%,-7%,1.5,-4%[11.4 µM]
O=C1Nc2cc(Cl)ccc2C1(N1CCNCC1)C(F)(F)F (stereo not given),1,-3%,-17%,18,0.4,6%,15%,-0.4,5%
COc1ccc(NC(=O)C2CCCN(S(=O)(=O)c3ccc4c(c3)CC(C)N4C(C)=O)C2)cc1 (stereo not given),-3,1%,-22%,9,-0.1,2%,21%,-0.1,3%
CCOC(=O)c1c(NC(=O)c2nn(CC)cc2Br)sc2c1CCCCC2,4,2%,-22%,-4,0.6,11%,46%[activator],1.3,52%[activator]
COc1ccc(C(=O)/C=C/c2cccs2)c(OC(=O)c2cccc([N+](=O)[O-])c2)c1,4,7%,-18%,/,0.6,0%,5%[57.1 µM],0.3,4%[57.1 µM]
CN(C)C=Nc1ccc2nc3c(cc2c1)[nH]c1ccccc13,3,17%,-18%,7,-1.0,9%,17%,-0.3,40%[activator]
Cc1cccc(N2CCN(C(=O)CCC(=O)N3CCOc4ccc(Cl)cc43)CC2C)c1 (stereo not given),-6,-7%,-26%,/,/,?,11%[57.1 µM],-0.5,2%[57.1 µM]

# 3 entries out of the list, sorted by heavy-atom count, low to high:
SMILES,TRHR enhancer,mIDH1 inhibitor,USP1-UAF1 inh,D2 antag,D2 agonist,Pin1 inh,TrxR1 inh,TRHR agonist,TrxR1 substrate
CN(C)C=Nc1ccc2nc3c(cc2c1)[nH]c1ccccc13,3,17%,-18%,7,-1.0,9%,17%,-0.3,40%[activator]
CCc1ccccc1NC(=O)C1=C(C)C(=O)OC12CCCCCC2,1,0%,-8%,/,0.0,1%,9%,0.5,0%
CCOC(=O)c1c(NC(=O)c2nn(CC)cc2Br)sc2c1CCCCC2,4,2%,-22%,-4,0.6,11%,46%[activator],1.3,52%[activator]

# Next part:
SMILES,TRHR enhancer,mIDH1 inhibitor,USP1-UAF1 inh,D2 antag,D2 agonist,Pin1 inh,TrxR1 inh,TRHR agonist,TrxR1 substrate
Cc1nc(C)c(C(=O)C2=C(O)C(=O)N(CCCn3ccnc3)C2c2ccc(Cl)cc2)s1 (stereo not given),-8,-2%,-14%,-2,-0.2,5%,2%[57.1 µM],0.2,-6%[57.1 µM]
O=C(CSc1nc2ccccc2o1)c1ccc2c(c1)OCCO2,4,0%,-16%,/,/,?,39%[activator][57.1 µM],0.5,13%[57.1 µM]
CCOc1cc(/C=N/NC(=O)c2cccnc2)ccc1O,9,0%,-15%,31*,0.1,-5%,-4%,0.3,-4%
COc1cccc(-n2nc3c(=O)n(Cc4ccccc4Cl)nc(C)c3c2C)c1,-3,4%,-7%,4,0.3,-2%,3%,-0.7,1%
CCCCCOC(=O)Cn1c(=O)oc2ccccc21,-4,11%,-19%,20,-0.1,-1%,18%,-0.2,-1%[57.1 µM]
Cn1c(/C(C#N)=C(\O)c2ccc(Br)s2)nc2ccccc21,-6,-5%,-9%,1,-0.3,-1%,16%,0.9,1%
COCCN(CC1CCCN(C2Cc3ccccc3C2)C1)C(=O)CCC(F)(F)F (stereo not given),-3,-2%,-19%,-6,0.9,11%,8%,0.4,7%
O=C(CNC(=O)c1ccc(F)cc1)c1ccccc1,-6,-5%,-4%,4,1.0,-1%,21%,0.2,9%
CCOc1c(S(=O)(=O)N2CCCC2)ccc(Cl)c1Cl,-1,11%,?,12,0.0,3%,38%[activator][57.1 µM],-0.1,9%[57.1 µM]
COC(=O)c1c(NC(=S)NN2CCOCC2)sc2c1CCCC2,6,-3%,-17%,-1,0.8,?,4%,0.0,-4%
Cc1ccc2c(CN3CCN(Cc4ccccc4)CC3)cc(=O)oc2c1,1,11%,-2%,-18,0.6,1%,-15%,-1.6,-5%
COc1ccc(C(=O)NC(=S)Nc2nc(-c3ccc(OC)c(Br)c3)cs2)cc1Br,-1,-10%,-18%,-1,-1.0,14%,22%,0.0,6%
N#Cc1ccc(OS(=O)(=O)c2ccc(-c3ccon3)s2)cc1,-6,12%,-20%,4,0.2,2%,9%,-1.0,2%
CC(=O)Nc1ccc(SCc2ncc(-c3ccccc3)o2)cc1,0,-2%,-11%,-8,0.1,-4%,40%[activator],0.1,1%
COCCNC(=O)CCN1N=C(c2ccccc2)CCC1=O,8,-9%,-17%,1,0.2,-9%,15%,0.1,-2%
Cc1ccc2[nH]c(=O)c(CN(CCO)Cc3nnnn3CCc3ccccc3)cc2c1,1,1%,-14%,11,0.3,-8%,-57%,-0.2,8%
COc1ccc(S(=O)(=O)Cc2ccc(C(=O)N3CC(C)CC(C)C3)o2)cc1 (stereo not given),-1,11%,-25%,-1,0.2,4%,11%,-0.2,8%
CCOC(=O)C1=C(C)N(CCC(=O)O)C(=O)NC1c1ccccc1Cl (stereo not given),/,-15%,-8%,/,/,1%,18%[57.1 µM],/,10%[57.1 µM]
CC/C(Cc1ccccc1)=N/NC(=O)CCn1nnc2ccccc21,1,13%,-18%,7,-0.1,4%,3%[57.1 µM],1.7,7%[57.1 µM]
O=C(CSc1cccc2cccnc12)N/N=C/c1cccc(O)c1,11,6%,4%,/,/,-2%,7%[57.1 µM],-0.2,16%[57.1 µM]
Cn1c(SCC(=O)N2CCOCC2)nnc1-c1ccc(Cl)cc1Cl,3,6%,-1%,-15,0.1,?,7%,-0.2,-4%[57.1 µM]

# Source: PubChem BioAssay

# An excerpt; the hit share may differ from the screen's.
